TRPC4 block – blocks the mouse TRPC4 cation channel; HEK293 TRPC4beta/mu-opioid, DAMGO-evoked Fluo4 calcium flux; stronger effect = lower value; AID 2247; B-score at 10 µM; 0.39% of 300,000 active; Q9QUQ5;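 active = B-score over 3 SD under the library average, no early fluorescence shift, positive overall ratio signal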
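Test system – stable TRPC4beta/mu-opioid receptor HEK293 cells · Probe or stimulus – DAMGO, a submaximal dose followed by a maximal one · Dosing – one concentration per compound · Signal – Fluo4 calcium fluorescence by kinetic imaging, 5 s 1 Hz baseline · Evaluation – per-well B score of integrated baseline-normalized Fluo4 ratio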
KLF5 inhibitor – suppresses KLF5 promoter-driven expression; 0.23% of 290,000 active; inhibition, % at 5 µM; DLD-1 KLF5 promoter-luciferase reporter, luminescence; AID 1700;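 active = inhibition above a per-plate limit of that plate's mean compound inhibition plus 3 SD, cut at about 60% in these data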;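 also: 0% = DMSO wells and 100% = LY294002 at 200 µM; higher means less KLF5 promoter-driven luciferase light; inactives centre near -14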
IEC-6 tox – IEC-6 cytotoxicity, counter-screen for KLF5 inhibitors. AID 1825. inhibition, % at 5 µM. 0.78% of 290,000 active. luminescence viability; in the data active = inhibition above about 22%;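 also: 0% = plate median of test compound wells and 100% = cytotoxic reference compound wells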
aSyn 5UTR inh – 5' untranslated region of α-synuclein, MLPCN primary screen. alpha-synuclein 5'UTR reporter, inhibitor activity. inhibition, % (tested at 7.5 µM). 0.82% of 300,000 active; in the data active = inhibition above about 60%;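 also: H4 neuroglioblastoma cells stably carrying SNCA 5'UTR luciferase fusion; 0% = DMSO wells and 100% = positive control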
TRPC6 inhibitor – blocks the mouse TRPC6 cation channel. Q61143. HEK293-TRPC6, membrane potential dye, ACh-evoked depolarization; stronger effect = lower value. B-score at 10 µM. 1.1% of 310,000 active. AID 2553;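 active = B-score under library mean minus 3 SD, initial fluorescence not abnormally high, positive integrated signal ratio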;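 also: B-score derived from integrated fluorescence ratio over the kinetic read; more negative B-score means stronger inhibition of depolarization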
Target sequence (Q61143 whole entry, looked up): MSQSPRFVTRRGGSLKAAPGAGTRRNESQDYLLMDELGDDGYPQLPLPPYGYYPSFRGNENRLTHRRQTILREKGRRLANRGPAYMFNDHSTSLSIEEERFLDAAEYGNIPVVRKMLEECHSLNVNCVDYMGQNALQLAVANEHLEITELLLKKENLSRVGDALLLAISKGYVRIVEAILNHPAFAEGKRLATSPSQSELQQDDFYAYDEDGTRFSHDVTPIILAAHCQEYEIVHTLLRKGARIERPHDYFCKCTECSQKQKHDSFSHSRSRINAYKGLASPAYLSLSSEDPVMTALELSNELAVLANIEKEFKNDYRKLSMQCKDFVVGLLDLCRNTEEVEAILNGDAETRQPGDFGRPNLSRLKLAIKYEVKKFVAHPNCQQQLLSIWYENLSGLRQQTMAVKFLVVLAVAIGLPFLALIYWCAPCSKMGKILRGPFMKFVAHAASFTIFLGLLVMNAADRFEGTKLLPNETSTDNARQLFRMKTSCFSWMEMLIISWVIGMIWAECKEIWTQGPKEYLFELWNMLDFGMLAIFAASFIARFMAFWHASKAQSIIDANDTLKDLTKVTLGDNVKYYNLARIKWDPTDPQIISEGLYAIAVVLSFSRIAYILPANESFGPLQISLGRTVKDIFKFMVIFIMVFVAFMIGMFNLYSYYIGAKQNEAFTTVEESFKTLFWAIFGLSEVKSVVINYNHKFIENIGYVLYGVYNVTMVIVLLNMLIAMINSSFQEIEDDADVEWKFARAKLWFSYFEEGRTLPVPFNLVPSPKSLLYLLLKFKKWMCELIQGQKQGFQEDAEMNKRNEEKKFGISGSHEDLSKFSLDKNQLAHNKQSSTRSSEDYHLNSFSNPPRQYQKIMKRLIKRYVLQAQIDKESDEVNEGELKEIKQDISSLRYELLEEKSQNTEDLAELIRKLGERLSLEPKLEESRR
TRPC4 PAM – allosterically enhances the mouse TRPC4 cation channel; HEK293 TRPC4beta/mu-opioid, DAMGO EC20, Fluo-4 Ca2+ flux; stronger effect = higher value; AID 2227; Q9QUQ5; B-score at 10 µM; 0.42% of 310,000 active;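 active = B-score of calcium response area above 5 SD of library B-scores, with initial fluorescence ratio within 5 SD of library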;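 also: B-score of integrated fluorescence ratio over time as area under calcium response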
TRPC4 act – TRPC4 (mouse) channel activation. HEK293 TRPC4beta/mu-opioid, Fluo4 calcium fluorescence; stronger effect = higher value. B-score at 10 µM. 0.49% of 310,000 active. AID 2237;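 active = B-score above 5 SD of library B-scores, and initial fluorescence ratio not above library mean plus 5 SD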;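 also: positive B-score marks a calcium rise read as TRPC4 activation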
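Assay system: HEK293 cells stably co-expressing mouse TRPC4beta and mu-opioid receptor / Timing: Fluo4 dye loading 45 min at room temperature, 110 s recording / Signal: Fluo4 calcium-sensitive dye fluorescence, kinetic, 1 Hz baseline / Read-out: integrated baseline-normalised fluorescence ratio, converted to per-well B score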
TRPC6 act – activates the mouse TRPC6 cation channel | HEK293-TRPC6 membrane potential dye fluorescence; stronger effect = higher value | AID 2550 | 0.13% of 310,000 active | B-score at 10 µM | Q61143;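 active = B-score of the integrated fluorescence ratio above library mean plus 3 SD, and starting fluorescence ratio within library mean plus 5 SD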;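 also: higher score means more depolarization so channel activation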
HIF activator – HIF pathway transcriptional activation; U2OS HRE-luciferase reporter, luminescence; normalized: DMSO 0%, desferrioxamine 100%; activation, % at 7.5 µM (by protocol); 0.32% of 300,000 active;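 active = mean activation of at least 10% of the iron chelator positive control signal, with at least half of replicates also reaching 10%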
MrgX1 antagonist – antagonists of human MrgX1 receptor; AID 588676; MRGX1-HEK293 calcium flux, Fluo-4, BAM8-22 antagonism; stronger effect = lower value; Q96LB2; 1.3% of 310,000 active; B-score at 10 µM;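 active = calcium-response B-score plate-corrected more than 3 library SD below zero, starting fluorescence within 5 deviations, no agonist response on first addition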;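 also: peak minus trough fluorescence over baseline after final BAM8-22 challenge near maximal dose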
SKKanGAS inh – inhibitors of SKKanGAS S. pyogenes growth in kanamycin (SK-promoter or general growth effect). BacTiter-Glo, 6 h. 1.3% of 300,000 active. inhibition, % at 7.5 µM;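 active = mean replicate score, as percent of positive control median, at least 50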;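 also: strain carries kanamycin resistance gene driven by streptokinase promoter and grows in 40 µg/ml kanamycin; loss of luminescence reflects streptokinase promoter inhibition or plain growth inhibition; 0% = median of DMSO wells and 100% = positive control at its reference dose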
Starred values were filed as active, the others as inactive; i = inactive; nt = no result given.

SMILES	TRPC4 block	KLF5 inhibitor	IEC-6 tox	aSyn 5UTR inh	TRPC6 inhibitor	TRPC4 PAM	TRPC4 act	TRPC6 act	HIF activator	MrgX1 antagonist	SKKanGAS inh
O=C(Oc1ccc(-c2cnc3ccccc3n2)cc1)c1ccc(Cl)c([N+](=O)[O-])c1	i	-60	0	-129	i	i	i	i	0.9	i	74*
Cc1cc(C)c(C#N)c(SCC(=O)C2CC2)n1	i	-7	-4	-58	i	i	i	i	1.6	i	21
CCN(CC)S(=O)(=O)c1ccc(N2CCCC2)c(NC(=O)Cc2cc(OC)c(OC)c(OC)c2)c1	i	13	6	6	i	i	i	i	-0.2	i	0
CC(/C=N\N1CCN(Cc2ccc(C)cc2)CC1)=C\c1ccccc1	i	-23	5	-8	i	i	i	i	0.2	i	-1
CCc1ccccc1NC(=O)N[C@@H](C)C(=O)O	i	-9	7	0	i	i	i	i	0.3	i	5
CN1C(C(=O)NCc2cccc(Br)c2)CC2Cn3c(nc4cc(Cl)c(Cl)cc43)C21 (stereo unspecified)	i	nt	nt	6	i	i	i	i	-1.5	i	23
CC1SCC(=O)N(CC(=O)NCc2ccccc2)C1=O (stereo unspecified)	i	-2	3	1	i	i	i	i	-1.2	i	-2
CCOc1ccc(C(c2nnnn2C(C)(C)C)N2CCN(C(=O)c3ccco3)CC2)cc1 (stereo unspecified)	i	11	4	16	i	i	i	i	-0.4	i	-3
COc1ccccc1NC(=S)NCCSc1ccc(C)cc1	i	-18	-12	-10	i	i	i	i	-0.4	i	1
O=C1[C@H]2[C@@H](c3ccc(F)cc3)N3C(=O)N(c4ccccc4)C(=O)[C@@]3(Cc3ccccc3)[C@H]2C(=O)N1C1CCCCC1	i	nt	nt	3	i	i	i	i	-0.8	i	4
Cc1cc2nc(-c3ccc[nH]c3=O)[nH]c2cc1C	i	83*	40*	77*	i	i	i	i	-0.9	i	35
Nc1cc(S(=O)(=O)Nc2ccc(Cl)cc2)ccc1N1CCOCC1	i	-15	7	-4	i	i	i	i	-1.7	i	4
CCN(C(=O)Cn1c(=O)oc2ccccc21)c1cccc(C(F)(F)F)c1	i	-46	-3	17	i	i	i	i	-0.5	i	5
CCN(CCO)Cc1cc(=O)oc2cc3c(cc12)CCC3	i	22	-5	13	i	i	i	i	0.0	i	13
CCCn1ncc(CN2CCC(CO)(CC3CCCCO3)CC2)c1C (stereo unspecified)	i	-28	0	-10	i	i	i	i	-0.3	i	3
O=C(Nc1ccc(CN2CCOCC2)cc1)c1ccc(N2CCCC2)c([N+](=O)[O-])c1	i	-10	5	-11	i	i	i	i	0.1	i	0
[O-][n+]1c2c(nn1-c1ccc(Cl)c(Cl)c1)-c1nonc1CC2	i	-7	2	-30	i	i	i	i	-0.5	i	6
Nc1ccccc1C#Cc1ccccc1	i	-109	0	-162	i	i	i	i	3.4	i	-4
COC(=O)c1ccc(NC(=O)CCS(=O)(=O)c2ccc3c(c2)NC(=O)C(C)S3)cc1 (stereo unspecified)	i	-42	-1	-5	i	i	i	i	-0.1	i	-10
CC(C)Oc1cccc(C(=O)C2CCCN(C(=O)CCn3cnnn3)C2)c1 (stereo unspecified)	i	-23	-1	4	i	i	i	i	4.3	i	-2
CCC(=O)OCc1cc2cccc(C)c2[nH]c1=O	i	0	2	5	i	i	i	i	0.2	i	-1
CCS(=O)(=O)N1CCC(NC(=O)C(Cc2ccc(OC)c(OC)c2)NC(C)=O)CC1 (stereo unspecified)	i	-32	2	-1	i	i	i	i	-23	i	1
CC(C)COC(=O)N1CCCC1C(=O)Nc1nccs1 (stereo unspecified)	i	0	-2	-9	i	i	i	i	-0.4	i	-1
O=C(Nc1ccccc1C(F)(F)F)c1ccc(F)c(S(=O)(=O)N2CCOCC2)c1	i	2	-4	2	i	i	i	i	nt	i	-1
COc1ccc(NC(=O)Cn2c3ccc(OC)cc3c3nc4n(c(=O)c32)CCS4)cc1	i	-9	1	9	i	i	i	i	-0.6	i	-2

Next section, overlapping the part above by three compounds.
SMILES	TRPC4 block	KLF5 inhibitor	IEC-6 tox	aSyn 5UTR inh	TRPC6 inhibitor	TRPC4 PAM	TRPC4 act	TRPC6 act	HIF activator	MrgX1 antagonist	SKKanGAS inh
CC(C)COC(=O)N1CCCC1C(=O)Nc1nccs1 (stereo unspecified)	i	0	-2	-9	i	i	i	i	-0.4	i	-1
O=C(Nc1ccccc1C(F)(F)F)c1ccc(F)c(S(=O)(=O)N2CCOCC2)c1	i	2	-4	2	i	i	i	i	nt	i	-1
COc1ccc(NC(=O)Cn2c3ccc(OC)cc3c3nc4n(c(=O)c32)CCS4)cc1	i	-9	1	9	i	i	i	i	-0.6	i	-2
CCOC(=O)c1cccnc1SC(CC)C(=O)NCc1ccco1 (stereo unspecified)	i	-24	2	1	i	i	i	i	0.2	i	-4
CCOC(=O)C1(CCOc2ccccc2)CCN(Cc2ccc(O)c(OCC)c2)CC1	i	-31	0	-47	i	i	i	i	-1.1	i	-4
Cc1ccccc1C(=O)NNC(=O)CSc1nc2ccccc2c(=O)[nH]1	i	-32	2	6	i	i	i	i	0.0	i	2
Cc1ccc(Cl)cc1N1CCN(C(=O)C2CCN(S(C)(=O)=O)CC2)CC1	i	-23	0	18	i	i	i	i	-1.0	i	-3
CC(=O)c1ccc(O)c(CC=C(C)C)c1O	i	nt	nt	10	i	i	i	i	-0.3	i	6
CSc1ccccc1OCc1cc(C(=O)NCc2csc(C(C)C)n2)no1	i	-6	-10	-8	i	i	i	i	0.5	i	-3
CC(C)(C)C(=O)Nc1nc(C2CCCN2S(=O)(=O)c2ccc(Cl)cc2)cs1 (stereo unspecified)	i	-18	0	11	i	i	i	i	-0.3	i	-1
CC1CCCCC1NCc1cccc([N+](=O)[O-])c1 (stereo unspecified)	i	-40	0	-43	i	i	i	i	0.2	i	5
N#CC1=C(N)NC(SCC(=O)c2ccccc2)=C(C#N)C12CCCC2	i	-24	-1	-55	i	i	i	i	-37	i	5
CC(C)CC(NC(=O)c1ccc(Cl)cc1)C(=O)OCC(=O)c1ccc2c(c1)NC(=O)CO2 (stereo unspecified)	i	-23	-1	96*	i	i	i	i	-3.3	i	4
O=C(Nc1ccccc1NC(=O)c1csnn1)c1csnn1	i	-42	1	-30	i	i	i	i	-0.3	i	-4
COc1cccc(/C=C2\SC(=O)N(CC(=O)NC3CCS(=O)(=O)C3)C2=O)c1 (stereo unspecified)	i	13	-3	-16	i	i	i	i	1.2	i	-1
Cc1ccc(C(=O)Nc2cccc(C(=O)O)c2)cc1S(=O)(=O)N1CCOCC1	i	-45	0	15	i	i	i	i	-0.4	i	-1
COc1ccccc1NC(=O)CSc1nc2ccccc2cc1Cc1ccccc1	i	-12	4	33	i	i	i	i	-13	i	8
COc1ccc(-c2cc(N3C(=O)Nc4ccccc4N3O)n[nH]2)cc1OC	i	-13	2	30	i	i	i	i	-0.6	i	3
CCC(Cc1ccccc1)NS(=O)(=O)c1c(C)nc2sccn2c1=O (stereo unspecified)	i	-5	-4	16	i	i	i	i	-0.1	i	4
COc1ccc(Cn2nnnc2C(c2cc3cc(C)ccc3[nH]c2=O)N2CCOCC2)cc1 (stereo unspecified)	i	-7	-1	-19	i	i	i	i	-0.3	i	-8
COCCN(C(=O)CNC(=O)c1cccs1)C(C(=O)NC1CCCC1)c1cccs1 (stereo unspecified)	i	-6	-1	7	i	i	i	i	1.1	i	0
Cc1cccc(CSc2nnc([C@@H]3CCCN3C(=O)OC(C)(C)C)o2)c1	i	-43	8	25	i	i	i	i	0.1	i	0
COc1ccc2cc(C(=O)NCc3ccccc3)c(=Nc3ccc(C(=O)O)cc3)oc2c1	i	-13	-6	-60	i	i	i	i	-0.6	i	59*
O=C(NCc1ccccc1F)C1CCCN1C(=O)Nc1ccc(F)cc1 (stereo unspecified)	i	-33	1	2	i	i	i	i	-1.8	i	1
CCOC(=O)c1ccc(NC(=O)COc2ccc(S(=O)(=O)NC(C)C)cc2)cc1	i	16	3	20	i	i	i	i	-0.2	i	0
N#Cc1c(-c2ccccc2)cc(C2CC2)nc1N	i	-26	-15	29	i	i	i	i	-0.8	i	-8
CCOc1cc(C(=O)OCC(=O)Nc2ccc(SC(F)F)cc2)cc(OCC)c1OCC	i	-2	3	-3	i	i	i	i	0.3	i	10
CCCc1nc2sc3c(c2c(=O)n1NC(=O)CCC(=O)O)CCCC3	i	-23	-8	5	i	i	i	i	0.1	i	0
The list goes on.
SMILES	TRPC4 block	KLF5 inhibitor	IEC-6 tox	aSyn 5UTR inh	TRPC6 inhibitor	TRPC4 PAM	TRPC4 act	TRPC6 act	HIF activator	MrgX1 antagonist	SKKanGAS inh
Cc1cc(C)n(-c2cc(N3CCOCC3)ncn2)n1	i	-38	4	-8	i	i	i	i	0.1	i	-2
COc1ccc2nc(N3CCCC3)c(C#N)cc2c1	i	-6	-8	-105	i	i	i	i	3.0	i	-16
O=C(c1ccco1)N1CCN(Cc2nc(-c3cccs3)no2)CC1	i	-19	4	-10	i	i	i	i	0.5	i	-6
COc1ccc(C(=O)N2CCCC(c3nc(-c4cccs4)no3)C2)cc1OC (stereo unspecified)	i	-7	-5	15	i	i	i	i	-0.3	i	1
CC[C@@H]1CC=C[C@H]2[C@H]1C(=O)N(Cc1ccccc1)[C@H]2c1cc(C)ccc1F	i	nt	nt	27	i	i	i	i	-0.5	nt	58*
COc1cccc(Nc2c3c(nc4c(-c5ccccc5)c(C)nn24)CCC3)c1	i	-36	-4	4	i	i	i	i	-0.6	i	78*
CCOC(=O)C(=Cc1ccc(F)cc1)C(=O)OCC	i	-34	-1	-22	i	i	i	i	3.3	i	-4
CCN(CC)C(=O)CSc1nc2ccccc2n1CC(=O)N1CCN(c2ccccc2OC)CC1	i	-7	-3	-3	i	i	i	i	-0.8	i	3
COC(=O)Nc1ccc(S(=O)(=O)N2CCCCC2C(=O)NCc2ccco2)cc1 (stereo unspecified)	i	-16	-5	11	i	i	i	i	-0.2	i	0
CCOC(=O)c1c(N)sc(C(=O)OC)c1C	i	-12	1	-8	i	i	i	i	0.1	i	7
O=C(CSc1nnc(COc2ccccc2)n1-c1ccccc1)c1ccccc1	i	-34	2	-31	i	i	i	i	0.0	i	-7
Cc1cc(NC(=S)Nc2cccnc2)ccc1Br	i	-19	0	-7	i	i	i	i	0.2	-5.2*	-2
O=C(N/C(=C\c1ccco1)C(=O)N1CCCC1CO)c1ccccc1 (stereo unspecified)	i	-24	-3	2	i	i	i	i	0.1	i	-2
CCOc1ccc2c(c1)OC(c1ccc(C)cc1)(C(F)(F)F)NC2=O (stereo unspecified)	i	-7	42*	96*	i	i	i	i	1.6	i	3

Screening results from PubChem.
